LmPK inhibitor = LmPK (Leishmania mexicana) enzyme inhibition; Potency, µM (highest dose often 57.5 µM), for inactives: at the highest dose activity change, negative = inhibition, actives largely listed as inhibitors; hit rate 0.37% among 290,000; purified LmPK, Kinase-Glo ATP luminescence, 1 h; further: potency means the concentration at half of the fitted maximal effect; on the % scale 0 is the no-effect control and ±100 the full control effect
Target sequence (Q27686 whole entry, looked up): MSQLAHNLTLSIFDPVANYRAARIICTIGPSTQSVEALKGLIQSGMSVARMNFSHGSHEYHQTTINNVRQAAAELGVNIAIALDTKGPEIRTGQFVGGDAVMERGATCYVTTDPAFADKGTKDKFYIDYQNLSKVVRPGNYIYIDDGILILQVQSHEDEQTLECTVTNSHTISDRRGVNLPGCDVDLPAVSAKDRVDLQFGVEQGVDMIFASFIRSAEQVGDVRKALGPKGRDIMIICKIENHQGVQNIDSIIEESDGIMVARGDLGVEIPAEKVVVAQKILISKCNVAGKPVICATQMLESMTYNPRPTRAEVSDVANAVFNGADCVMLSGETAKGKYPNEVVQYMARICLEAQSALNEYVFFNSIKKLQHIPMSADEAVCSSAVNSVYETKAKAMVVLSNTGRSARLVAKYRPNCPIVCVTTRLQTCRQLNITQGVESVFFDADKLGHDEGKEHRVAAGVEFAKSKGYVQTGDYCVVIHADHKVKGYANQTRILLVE
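In 50 mM imidazole pH 7.2 with 7 mM MgCl2, LmPK (0.1 nM) turned over PEP (0.5 mM) and ADP (0.1 mM) for 1 h at room temperature. Luciferase read-out of ATP.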
AMA1-RON2 inh = disrupts binding of P. falciparum AMA1 to RON2; AlphaScreen AMA1-biotinylated RON2 peptide binding; hit rate 0.2% among 360,000; Potency, µM (doses to about 58.2 µM), for the others: top-dose activity change, negative = inhibition, actives largely listed as inhibitors;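 further: potency means the concentration at half of the fitted maximal effect; 0% = vehicle wells and -100% = peptide control; nearly all actives have a fitted effect of over 45% in size; some results filed as inactive show a strong effect at the top dose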
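AMA1 (3D7) with his tag at 25 nM final met compounds first, then biotinylated RON2 peptide at 25 nM; detection used donor plus acceptor beads, 10 µg/mL apiece, read by AlphaScreen after 30 min at room temperature.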
CHX counter = counter-screen for Shiga toxin inhibitors: cycloheximide protein synthesis inhibition | cell reporter, cycloheximide protein synthesis inhibition counterscreen | max response, % | hit rate 12% among 300,000; in the data active means max response mostly above about 13%, no sharp cut-off; inactive means mostly below about 14%; further: read at 38.3 µM for the half of the compounds with a filed dose; 0% is about no effect
TbPYK inhibitor = T. brucei pyruvate kinase inhibition; Q57TT1; AID 624173; hit rate 0.12% among 410,000; Potency, µM (titrated, usually from 76.8 µM), for the others: top-dose activity, negative = inhibition, actives largely listed as inhibitors; TbPYK enzyme, Kinase-Glo Plus ATP luminescence, 45 min; further: potency means the concentration at half of the fitted maximal effect; on the % scale 0 is the no-effect control and ±100 the full control effect; nearly all actives have a fitted effect of over 50% in size
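Activity of T. brucei pyruvate kinase was followed by Kinase-Glo Plus luminescence after the enzyme reacted 45 min at room temperature with 130 uM ADP (final) and substrate. Test compounds were added before ADP at multiple concentrations.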
Pf growth 96h = P. falciparum growth inhibition at 96 hours; Potency, µM (titrated, usually from 28.7 µM), for inactives: top-dose activity change, negative = inhibition, actives largely listed as inhibitors; hit rate 6.9% among 320,000; P. falciparum luciferase reporter growth, 96 h; further: potency means the concentration at half of the fitted maximal effect; on the % scale 0 is the no-effect control and ±100 the full control effect
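Erythrocytes infected with luciferase-expressing P. falciparum were dispensed at 2% hematocrit and 0.05% parasitemia (final), then incubated with compounds 96 hours at 37 C in 5% CO2. Luminescence after detection reagent addition reported growth.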
Shiga inhibitor = blocks Shiga toxin action in Vero cells. Vero cells, Shiga toxin protein synthesis inhibition reporter. inhibition, % at 38.7 µM. hit rate 9.2% among 290,000. AID 2315; in the data active means inhibition mostly above about 28%, no sharp cut-off; inactive means mostly below about 43%; further: 0% is about no effect
Pf growth 48h = P. falciparum growth inhibition at 48 hours (one generation) | hit rate 5.9% among 310,000 | AID 504832 | P. falciparum luciferase growth in erythrocytes, 48 h | Potency, µM (top dose mostly 28.7 µM), for the others: top-dose activity change, negative = inhibition, hits mostly inhibitors; further: potency means the concentration at half of the fitted maximal effect; on the % scale 0 is the no-effect control and ±100 the full control effect
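Compounds are pin-transferred into medium, infected erythrocytes (2% hematocrit, 0.1% parasitemia final) are added, and plates sit one parasite generation at 37 C in 5% CO2. Detection reagent is then added and luminescence measured.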
* marks the source's active call; other numbers are inactive results; ? = inconclusive; nt = no result given; [ ] = dose if it differs, or a comment. Unless noted, the call rests on the fitted dose curve; in most records, active means well fitted curve in the direction sought with a large enough effect; inconclusive means small, poorly fitted or top-dose-only effect, or another doubt; inactive means no such curve, though single readings can be large; an effect the other way counts as inactive or inconclusive.

SMILES | LmPK inhibitor | AMA1-RON2 inh | CHX counter | TbPYK inhibitor | Pf growth 96h | Shiga inhibitor | Pf growth 48h
Cc1ccc(C)c(-n2nnnc2SCC(=O)c2ccc3c(c2)NC(=O)CO3)c1 | -4% | 2% | -4 | -5% | -38% | 16 | ?
COCCNC(=O)c1ccccc1NC(=O)c1cccc([N+](=O)[O-])c1C | 2% | -3% | 4 | 0% | ? | -2 | -9%
O=C(Nc1ccc(-c2nc3cccnc3s2)cc1)c1ccco1 | -20% | 1% | 34* | 2% | -23% | 74* | -39%
CCc1ccc2[nH]c3nc(SCC(=O)NNC(=O)c4ccc(C(C)(C)C)cc4)nnc3c2c1 | 0% | 49%[activator] | -2 | 1% | 77%[activator] | 8 | 12%
CC1CCN(C(=O)Cn2c3ccc(F)cc3c3nc4n(c(=O)c32)CCCS4)CC1 | 7% | -3% | -4 | -13% | 38%[activator] | -6 | -6%
Cc1cc(C)n(CC(=O)NNC(=O)C2CC(=O)N(Cc3ccccc3Cl)C2)n1 (centres undefined) | -3% | 133%[activator] | -2 | 2% | 35%[activator] | 2 | 17%
Cc1ccn2cc(CNC(=O)c3ccc(Br)o3)nc2c1 | 3% | 38%[activator] | -4 | -6% | ? | -6 | nt
CC(CN1CCCC1)OC(=O)Cc1ccc(Cl)cc1 (centres undefined) | -9% | -9% | -2 | 2% | 21% | -5 | 4%
CCSc1nnc(NC(=O)C2Cc3ccccc3CN2C(=O)c2ccco2)s1 (centres undefined) | 6% | 14% | 15 | -10% | 23% | 56 | -28%
COc1ccc(S(=O)(=O)c2c(O)c3ccc(C(=O)Nc4ccccc4Cl)cc3[nH]c2=O)cc1 | -2% | -2% | 10 | -3% | -2% | -11 | 10%
CC(C)(C)c1ccc(CCC2OCC(CN3CCOCC3)O2)cc1 (centres undefined) | 6% | 14% | 16 | 10% | ? | 18 | ?
CCN(Cc1ccccc1)C(c1cc2ccc(C)cc2[nH]c1=O)c1nnnn1CCOC (centres undefined) | 3% | 9% | -6 | -9% | nt | -21 | 0%
Cc1ccc(OCc2nc(C#N)c(N3CCN(Cc4ccccc4)CC3)o2)cc1 | 3% | ? | -4 | -20% | 28% | -4 | -25%
Cc1nn(Cc2ccccc2Cl)c(C)c1C(=O)NC1CCCc2ccccc21 (centres undefined) | 0% | 0% | -2 | 2% | ? | -9 | ?
CSCCC(NS(=O)(=O)c1ccccc1F)C(=O)NCc1cccs1 (centres undefined) | nt | -11% | nt | 5% | -4% | nt | 3%
COc1ccc(NC(=O)CSc2ncccn2)cc1S(=O)(=O)N1CCCCC1 | nt | 0% | nt | -5% | ? | nt | ?
CCc1cccc(CC)c1NC(=O)C1CC(=O)N(c2ccc3c(c2)OCCO3)C1 (centres undefined) | 8% | 6% | 13 | -2% | nt | 25 | -8%
COC(=O)c1cc(NCc2ccc3c(c2)OCO3)ccc1N1CCOCC1 | -1% | -12% | -1 | -8% | 7%[5.75 µM] | -4 | -13%
O=C1CN(C(=O)COC(=O)c2ccc[n+]([O-])c2)c2ccccc2N1 | -1% | 5% | -2 | 4% | 7% | -8 | 20%
O=C(CN1CCN(Cc2cccc(Cl)c2)C1=O)NCC1CCCO1 (centres undefined) | 6% | -5% | -5 | 5% | -27% | -11 | nt
COc1ccccc1N1CCN(C(=O)c2ccccc2N(C)S(=O)(=O)c2ccc(C)cc2)CC1 | 0% | -3% | 0 | -5% | ? | -14 | 10µM*
CC(C)N(C(=O)COC(=O)c1ccc(O)cc1)C(C)C | -3% | 3% | -2 | -6% | 24% | -4 | 15%
Cc1ccccc1OCC(=O)Nc1nnc(C2CCCC2)s1 | -2% | -4% | 1 | 0% | -20% | 29 | 21%
COc1ccc(OC)c(S(=O)(=O)Nc2cc(Cl)cc(Cl)c2)c1 | 4% | -4% | -4 | 3% | ? | 9 | -14%

Exported field by field: part of the list above
compound: COc1ccc(NC(=O)CSc2ncccn2)cc1S(=O)(=O)N1CCCCC1
  LmPK inhibitor: nt	AMA1-RON2 inh: 0%	CHX counter: nt	TbPYK inhibitor: -5%	Pf growth 96h: ?	Shiga inhibitor: nt	Pf growth 48h: ?
compound: Cc1nn(Cc2ccccc2Cl)c(C)c1C(=O)NC1CCCc2ccccc21 (centres undefined)
  LmPK inhibitor: 0%	AMA1-RON2 inh: 0%	CHX counter: -2	TbPYK inhibitor: 2%	Pf growth 96h: ?	Shiga inhibitor: -9	Pf growth 48h: ?

New compounds follow:
SMILES | LmPK inhibitor | AMA1-RON2 inh | CHX counter | TbPYK inhibitor | Pf growth 96h | Shiga inhibitor | Pf growth 48h
COCc1nnc(NC(=O)c2cc(Cl)ccc2OC)s1 | -3% | 16% | 13 | -1% | ? | 3 | 35%[activator]
CC(C)c1nnc(NC(=O)CCC(=O)NC2CCCCCCC2)s1 | 7% | 3% | 1 | 1% | 20% | 34 | 30%[activator]
Cn1nc(C(=O)NNC(=O)c2ccc(Cl)c(S(N)(=O)=O)c2)c2ccccc2c1=O | nt | 3% | nt | 3% | 18% | nt | -10%
C=C(C)CN(CC)c1nc(N)c(C#N)c(CC#N)c1C#N | 2% | 9% | -2 | 6% | ? | -12 | ?
O=C(c1ccc2c(=O)n3c(nc2c1)CCCCC3)N1CCc2ccccc21 | -4% | -5% | -3 | 0% | 17% | 37 | 15%
Cc1cccc(S(=O)(=O)N2CN(Cc3ccco3)c3nc4ccccc4nc32)c1 | 5% | 13% | -3 | -6% | ? | -3 | ?
COc1ccc(CN(C(=O)c2ccco2)C2CC(C)N(C)CC2C)cc1 (centres undefined) | 1% | 18% | 8 | 2% | -12% | 14 | -1%
Fc1cccc(F)c1-n1c(CN2CCCC2)csc1=S | 17% | -22% | 10 | 0% | 5.9µM* | -13 | ?
Cc1cc(C)cc(N(CC(=O)NC2CC3CCC2C3)S(C)(=O)=O)c1 (centres undefined) | 4% | -8% | -3 | -7% | -1% | 10 | -9%
NCC[C@H](O)C(=O)N[C@@H]1C[C@H](N)[C@@H](O[C@H]2O[C@H](CN)CC[C@H]2N)[C@H](O)[C@H]1O[C@H]1O[C@H](CO)[C@@H](O)[C@H](N)[C@H]1O | nt | nt | nt | 4% | -17% | nt | -5%
C/C(=N\NC(=O)CSCc1ccc([N+](=O)[O-])cc1)c1cccc(Br)c1 | 1% | 4% | -2 | -4% | 134%[activator] | -10 | 2%
CC(C)NC(=O)[C@]1(C)CCC[C@@]2(C)C3CC[C@@]4(C)C[C@]3(CCC21)CC4=O (some centres undefined) | nt | 5% | nt | -1% | 29% | nt | 7%
CCCC[N+](CC#CCO)(CC#Cc1ccccc1)CCCC | -5% | -26% | -2 | -3% | ? | -1 | ?
CC(=O)Nc1ccc(S(=O)(=O)NC(C)C(=O)NCCc2ccc(F)cc2)cc1 (centres undefined) | 6% | 13% | -2 | 3% | 0% | -10 | 7%
C=CCN(CC=C)C(=O)c1ccc(OC2CCN(C(C)=O)CC2)c(OC)c1 | 2% | 2% | 9 | -11% | 2.9µM* | 8 | ?
O=C(CN1C(=O)NC2(CCOc3ccccc32)C1=O)Nc1ccc(F)c(F)c1F (centres undefined) | 1% | -5% | -5 | -1% | ? | -5 | 1%
COc1ccc2[nH]cc(CCNC(=O)CS(=O)(=O)Cc3ccccc3)c2c1 | -6% | -5% | -5 | 3% | ? | -1 | 7%
CCn1nc(NS(=O)(=O)c2ccccc2[N+](=O)[O-])c2cc3cccc(C)c3nc21 | -2% | -6% | -8 | 0% | ? | -9 | 0%
CCC(Sc1nc(N)cc(=O)[nH]1)C(=O)NC(C(=O)OC)c1ccccc1 (centres undefined) | 0% | 0% | -2 | -1% | nt | -9 | -1%
O=C(CCSc1nnc(-c2ccco2)o1)Nc1ccccc1 | 7% | -3% | -1 | 1% | nt | 5 | -7%
Cc1cccn2cc(-c3ccc(F)cc3)cc12 | 1% | 2% | -2 | 1% | -20% | 17 | 5%
CCCN(CC(=O)Nc1ccc(Cl)cc1Cl)Cc1cc(=O)n2ccsc2n1 | -6% | 75%[activator] | -1 | 1% | ? | -11 | ?
COc1ccc(NC(=O)CSCC(=O)NC2(C)CCS(=O)(=O)C2)cc1 (centres undefined) | -2% | -11% | -4 | -9% | -3% | -12 | 0%
Cc1ccc(CCNC(=O)c2cc(-c3ccncc3)nc3ccccc23)cc1 | 2% | -9% | -4 | -8% | ? | 9 | ?

Laid out differently: results already given.
Order of results: LmPK inhibitor, AMA1-RON2 inh, CHX counter, TbPYK inhibitor, Pf growth 96h, Shiga inhibitor, Pf growth 48h
COc1ccc(NC(=O)CSCC(=O)NC2(C)CCS(=O)(=O)C2)cc1 (centres undefined)
    -2%, -11%, -4, -9%, -3%, -12, 0%
Cc1ccc(CCNC(=O)c2cc(-c3ccncc3)nc3ccccc23)cc1
    2%, -9%, -4, -8%, ?, 9, ?

Remaining list, next part.
SMILES | LmPK inhibitor | AMA1-RON2 inh | CHX counter | TbPYK inhibitor | Pf growth 96h | Shiga inhibitor | Pf growth 48h
CCc1noc(C)c1C(=O)Nc1ccccc1C(C)(C)C | 4% | -4% | 2 | -4% | ? | 8 | 22%
O=C1C(=O)N(CCN2CCOCC2)C(c2ccc(Cl)cc2)/C1=C(/O)c1ccc(S(=O)(=O)N2CCOCC2)cc1 (centres undefined) | 9% | 8% | -1 | -6% | 2.6µM* | -14 | -40%
CC(C)(C)NC(=O)CN(C(=O)CCN1CCCc2ccccc21)C(C)(C)C | 1% | 12% | -3 | -2% | -7% | -4 | ?
CSc1cccc(CN2CCCC(CNC(=O)c3ccco3)C2)c1 (centres undefined) | -3% | -3% | -6 | -3% | ? | -15 | ?
CCC1C(=O)C(C)(C)C(=O)OC1c1ccc([N+](=O)[O-])cc1 (centres undefined) | 11% | -3% | 0 | -8% | -26% | nt | -20%
Cc1nnsc1C(=O)NNC(=O)c1ccc(C(F)(F)F)cc1 | -6% | 20% | 10 | 6% | -21% | 4 | 11%
CC(=O)Nc1cccc(/C(C)=N/N2C(C)CCCC2C)c1 (centres undefined) | 3% | 0% | -2 | 2% | -2% | -8 | -6%
CCOC(=O)CNC(=O)N1CCCC(C(=O)c2cc(C)c(OC)c(C)c2)C1 (centres undefined) | 8% | -9% | -4 | 1% | ? | -2 | -5%
O=C1CCN(Cc2ccccc2)CCN1[C@H](CO)c1ccccc1 | -5% | -3% | 1 | 2% | 1% | -1 | 1%
CCc1nc2oc3ccccc3c(=O)c2c(=O)n1Cc1ccccc1 | 0% | -1% | 2 | 2% | 0%[5.75 µM] | 64 | -25%
COC(=O)NNC(=S)NCc1ccc(C)cc1 | -5% | 55%[activator] | -6 | -7% | ? | -13 | 10%
CC(C)N(C(=O)Cn1c(SCC(=O)NC2CC2)nc2ccccc21)C(C)C | 3% | -16% | -4 | 2% | ? | 33 | ?
COc1ccc(CN2CCOCCOCCOCC2)cc1 | -7% | 14% | 4 | -4% | 7% | -3 | -9%
CCc1ccc2oc(-c3cc(N)ccc3Cl)nc2c1 | -28% | -10% | 15* | -3% | ? | 21 | 159%[activator]
Cc1ccc(CNC(=O)C2CCC(=O)N(CCc3cccc(F)c3)C2)s1 (centres undefined) | -1% | 0% | 1 | -11% | -14% | 11 | -2%
COc1ccc(C(=O)O/N=C(/c2ccccc2)c2ccncc2)cc1 | -5% | -3% | 42* | -2% | -29% | 61* | 184%[activator]

Assay outcomes (PubChem)
